Screening results deposited in PubChem by Sanford-Burnham Center for Chemical Genomics.
SENP1 FRET inh – human SENP1 catalytic domain inhibitors, primary screen, biochemical, FRET, uHTS. recombinant SENP1 catalytic domain, CyPet-SUMO1-YPet FRET cleavage. inhibition, % at 10 µM. hit rate 0.21% among 360,000;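 active = inhibition at least 30% at 10 µM, raw YFP signal under a set limit, fluorescence ratio 0.5 to 1.5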;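 note: 0% = enzyme with DMSO and 100% = no enzyme wells; some results filed as inactive read as strong as hits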
Target sequence (Q9P0U3 419-644 limits assumed): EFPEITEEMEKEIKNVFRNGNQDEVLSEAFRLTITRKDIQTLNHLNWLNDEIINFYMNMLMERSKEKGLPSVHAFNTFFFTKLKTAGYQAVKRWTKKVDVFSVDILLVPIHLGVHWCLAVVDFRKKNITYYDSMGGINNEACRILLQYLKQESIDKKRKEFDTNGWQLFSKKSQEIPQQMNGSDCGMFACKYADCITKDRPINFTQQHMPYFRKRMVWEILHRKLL
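material = recombinant human SENP1 catalytic domain, His6-tagged | quantity = 20 pM enzyme | reagent = 25 nM SUMO1 FRET substrate | compound dosing = 10 µM single point, 0.5% DMSO | timing = 50 min enzyme reaction, room temperature, light-protected | detection = FRET, CFP and YFP emission | control set = no-enzyme low, enzyme-DMSO high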
hIAP inh – human IAP inhibitors, primary screen, biochemical, luminescence, uHTS; Intestinal-type alkaline phosphatase (Homo sapiens), P09923; purified IAP, CDP-Star luminescence, 30 min; inhibition, % at 10 µM; hit rate 0.12% among 330,000; AID 2544, 2010;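 active = inhibition reaching a set limit with compound at 10 µM in the primary screen, cut at about 35% in these data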;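 note: plate controls were DMSO wells with enzyme for no effect and no-enzyme buffer wells for full effect; values of inactives mirror those of a sister screen read the other way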
Target sequence (P09923 whole entry, looked up): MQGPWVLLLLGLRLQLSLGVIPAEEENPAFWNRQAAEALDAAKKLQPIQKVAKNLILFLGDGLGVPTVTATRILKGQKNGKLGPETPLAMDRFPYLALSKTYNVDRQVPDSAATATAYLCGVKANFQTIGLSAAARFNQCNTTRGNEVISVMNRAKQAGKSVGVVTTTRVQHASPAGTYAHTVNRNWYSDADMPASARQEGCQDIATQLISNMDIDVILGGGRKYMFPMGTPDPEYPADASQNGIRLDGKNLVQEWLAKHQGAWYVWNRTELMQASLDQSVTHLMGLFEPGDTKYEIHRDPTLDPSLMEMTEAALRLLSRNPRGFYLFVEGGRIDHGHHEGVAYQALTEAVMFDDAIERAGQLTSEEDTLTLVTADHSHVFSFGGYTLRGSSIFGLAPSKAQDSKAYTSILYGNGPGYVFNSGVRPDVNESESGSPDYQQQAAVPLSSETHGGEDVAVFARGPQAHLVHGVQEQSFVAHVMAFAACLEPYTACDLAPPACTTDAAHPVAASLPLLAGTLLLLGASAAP
mIAP block – inhibitors of mouse IAP, primary screen, biochemical, luminescence, uHTS; purified mouse IAP, CDP-Star luminescence, 30 min; inhibition, % at 10 µM; hit rate 0.2% among 330,000; AID 2806, 2010;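 active = inhibition of at least 40% at 10 µM in the primary screen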;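 note: plate controls were DMSO with enzyme for no effect and no enzyme wells for full effect; values of inactives mirror those of a sister screen read the other way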
MIN6 prolif – inducers of MIN6 beta-cell proliferation, primary screen, ATP luminescence, uHTS. MIN6 cells proliferation, ATPlite luminescence, 48 h; cells starved in 0.2% serum; 100% = growth in 10% serum. proliferation, % at 10 µM. AID 2380, 2010. hit rate 0.29% among 330,000;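 active = compounds whose signal lies at least 3.5 SD above the mean of all wells on their plate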;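 note: 0% = DMSO-treated cells in low-serum medium and 100% = 10% serum control; some compounds called inactive have numbers as strong as hits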
A3A deaminase – APOBEC3A ssDNA deaminase inhibitors, primary screen, selectivity assay for APOBEC3G inhibitor project, biochemical, FAM/TAMRA oligo cleavage fluorescence | recombinant A3A, FAM/TAMRA ssDNA deamination fluorescence | inhibition, % at 20 µM | hit rate 0.41% among 330,000;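 active = at least 40% inhibition at 20 µM here, with at most 30% in a related deaminase screen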;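 note: plate controls were A3A with DMSO for no effect and wells lacking A3A enzyme for full effect; some results filed as inactive read as strong as hits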
Target sequence (P31941 whole entry, looked up): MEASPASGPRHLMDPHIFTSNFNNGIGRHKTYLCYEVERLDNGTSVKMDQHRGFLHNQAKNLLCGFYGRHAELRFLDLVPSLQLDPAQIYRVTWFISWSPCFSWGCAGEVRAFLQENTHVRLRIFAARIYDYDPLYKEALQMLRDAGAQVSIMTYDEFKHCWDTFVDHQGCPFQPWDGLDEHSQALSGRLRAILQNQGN
mIAP activ – activators of mouse IAP, primary screen, biochemical, luminescence, uHTS | muIAP, CDP-Star luminescence, 30 min; hits give high values; 1 = vehicle-only enzyme signal, 0 = enzyme-free wells | activation factor at 10 µM | hit rate 0.24% among 330,000 | AID 2805, 2010;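 active = activation factor of at least 2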; note: the source names both 10 and 20 µM as test concentration; values of inactives mirror those of a sister screen read the other way
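also added = chemiluminescent substrate CDP-Star | test system = mouse IAP enzyme | signal = chemiluminescence readout | compound = DMSO-dissolved test compounds | incubation = 30 min at room temperature | benchmarks = DMSO wells, no-enzyme wells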
NLRP3 yeast inh – NALP3 inflammasome inhibitors in reconstituted yeast, primary screen, luminescence, uHTS; hit rate 0.39% among 330,000; inhibition, % at 10 µM; Yeast reconstituted NLRP3/ASC/caspase-1, beta-gal luminescence, 24 h; AID 2825, 2010;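 active = inhibition of 50% or more; inactive = inhibition below 50%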;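 note: plate controls were induced DMSO wells for no effect and uninduced yeast grown without galactose for full effect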
hIAP act – human IAP activators, primary screen, biochemical, luminescence, uHTS; Intestinal-type alkaline phosphatase (Homo sapiens), P09923; purified human IAP, CDP-Star luminescence, 30 min; hits give high values; 1 = vehicle-only enzyme, 0 = enzyme-free background; activation factor at 10 µM; hit rate 0.16% among 330,000; AID 2524, 2010;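 active = activation factor of the enzyme at least 2-fold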; note: the source names both 10 and 20 µM as test concentration; values of inactives mirror those of a sister screen read the other way
APOBEC3G inh – APOBEC3G DNA deaminase inhibitors, primary screen, biochemical, fluorescence, single-stranded DNA substrate, uHTS. inhibition, % at 20 µM. hit rate 0.28% among 330,000. recombinant A3G, ssDNA deamination FAM/TAMRA fluorescence. DNA dC->dU-editing enzyme APOBEC-3G (Homo sapiens), Q9HC16;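 active = inhibition of at least 40% at 20 µM, with no more than 30% in the related APOBEC3A deaminase screen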;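 note: plate controls were DMSO wells with A3G for no effect and wells lacking A3G enzyme for full effect; some compounds called inactive have numbers as strong as hits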
Active calls of the source: *. An excerpt (hit frequency here may not be typical).

molecule	SENP1 FRET inh	hIAP inh	mIAP block	MIN6 prolif	A3A deaminase	mIAP activ	NLRP3 yeast inh	hIAP act	APOBEC3G inh
COc1ccc(C(=O)Nc2cccc(/C(C)=N/NC(=O)c3ccc([N+](=O)[O-])cc3)c2)cc1OC	2	-9	5	-3	-2	0.95	8	1.1	-7
Cn1cc(/C=C(\NC(=O)c2ccccc2Cl)C(=O)NCCN2CCOCC2)c2ccccc21	-10	38*	7	-1	-2	0.93	4	0.62	1
Cn1nc(C(=O)NCc2ccc(F)cc2)c2ccccc2c1=O	2	16	6	-1	0	0.94	5	0.84	1
O=C(C[C@@H]1C/C=C\C[C@H](Cc2ccc(F)cc2)C(=O)OC[C@@H](Cc2c[nH]c3ccccc23)NC1=O)NCCO	-1	-7	-3	-2	0	1	7	1.1	-5
CCc1nc2ccccc2nc1N1CCN(S(=O)(=O)c2c(C)cc(Cl)cc2C)CC1	-2	-29	19	-5	-3	0.81	24	1.3	-5
COc1nnc(-c2ccc(C)c(S(=O)(=O)NC(C)(C)CO)c2)c2ccccc12	2	14	-1	-3	-5	1	2	0.85	-8
CCC(=O)Nc1ccc(S(=O)(=O)N2CCC(c3nc4ccccc4[nH]3)CC2)cc1	0	5	-11	-1	0	1.1	7	0.95	-4
Cc1nc(-c2ccccc2)sc1-c1nc(-c2ccncc2)ncc1S(=O)(=O)c1ccccc1	-1	0	9	-4	0	0.91	10	0.99	1
Cc1cc(C)nc(N2CCCC(C(=O)NC3CC3)C2)n1 (configuration not stated)	0	5	-4	1	0	1	10	0.95	-5
O=C(C1CCCN1S(=O)(=O)c1cccc2nsnc12)N1CCN(c2ccc(F)cc2)CC1 (configuration not stated)	2	-10	4	-1	-3	0.96	19	1.1	-4
CC(COc1ccc(/C=C/c2ccccc2)cc1)[N+](C)(C)C (configuration not stated)	0	0	1	0	37	0.99	37	1	21
COc1ccc(CC(=O)N2N=C(C)CC2(O)C(F)(F)F)cc1OC (configuration not stated)	2	-4	1	2	-1	0.99	3	1	-9
CCCn1nnc(NC(=O)COc2ccc(CC)cc2)n1	0	8	-2	2	5	1	22	0.92	1
Cn1cc(S(=O)(=O)N2CCc3ccccc32)cc1C(=O)Nc1ccc(Cl)cc1	-2	-4	-34	-7	-2	1.3	-16	1	-8
CCOC(=O)c1c(NC(=O)c2ccccc2)sc2c(O)c(CN(CC)CC)ccc12	-2	-10	1	-3	-1	0.99	10	1.1	-9

Marked active in hIAP inh, of those listed so far:
SMILES	SENP1 FRET inh	hIAP inh	mIAP block	A3A deaminase	mIAP activ	NLRP3 yeast inh	hIAP act	APOBEC3G inh
Cn1cc(/C=C(\NC(=O)c2ccccc2Cl)C(=O)NCCN2CCOCC2)c2ccccc21	-10	38*	7	-2	0.93	4	0.62	1

More compounds
molecule	SENP1 FRET inh	hIAP inh	mIAP block	MIN6 prolif	A3A deaminase	mIAP activ	NLRP3 yeast inh	hIAP act	APOBEC3G inh
Cc1ccc(C(=O)N/C(=C\c2cccc([N+](=O)[O-])c2)C(=O)NC(Cc2ccccc2)C(=O)O)cc1 (configuration not stated)	-9	1	-2	-1	-2	1	7	0.99	1
O=S(=O)(Nc1cccc(Cl)c1)c1ccc(-n2cccn2)cc1	1	-11	-11	-3	0	1.1	29	1.1	-7
CCOC(=O)C1CCN(S(=O)(=O)c2ccc(C(C)=O)cc2)CC1	2	2	3	-2	-4	0.97	19	0.98	1
O=C(Nc1ccccc1C(=O)N1CCCC1)c1cccc(S(=O)(=O)N2CCCCC2)c1	1	2	-5	-2	-4	1	5	0.98	-6
Cc1ccc(NC(=O)CCl)cc1S(=O)(=O)N1CCCCCC1	0	-2	-5	-7	1	1	-1	1	-1
COc1cccc(/C=N/NC(=O)CNC(=O)c2ccco2)c1O	-6	-79	-8	-2	-5	1.1	-5	1.8	-4
COc1ccc(C(=O)C2CCCN(C(=O)c3cc(C)on3)C2)cc1F (configuration not stated)	1	6	8	2	-2	0.92	19	0.94	5
CCc1ccc(CN2CCC(n3nccc3NC(=O)c3ccccc3Cl)CC2)cc1	0	-2	-2	-1	0	1	11	1	-6
O=C(CSc1ccc(-c2ccc(F)cc2)nn1)N1CCCc2ccccc21	3	17	0	-3	0	1	3	0.83	-4
COc1ccc(NC(=S)NC(=O)c2cncc(Br)c2)cc1	3	-22	2	-2	0	0.98	22	1.2	1
COc1ccc2c(c1OC)C(=O)N1N=C(c3ccc(O)cc3)CC21 (configuration not stated)	3	-16	-11	-1	-3	1.1	-9	1.2	3
CCCCn1c(N)c(N(CC(C)C)C(=O)CN2C(=O)c3ccccc3C2=O)c(=O)[nH]c1=O	2	-10	0	2	-4	0.99	22	1.1	-7
Cn1cccc1C(=O)c1ccc(Cl)cc1Cl	-1	-6	0	1	-2	1	-33	1.1	-7
COC(=O)c1ccccc1NC(=O)c1ccc(COc2cccc3ccccc23)o1	-2	10	2	-5	1	0.98	4	0.9	3
O=C(CSc1nnc(-c2ccc3c(c2)OCO3)n1-c1ccccc1)c1ccc(Cl)cc1	0	-8	9	0	3	0.91	8	1.1	-3

Three compounds from above, arranged by molecular weight, falling.
molecule	SENP1 FRET inh	hIAP inh	mIAP block	MIN6 prolif	A3A deaminase	mIAP activ	NLRP3 yeast inh	hIAP act	APOBEC3G inh
COc1ccc(C(=O)Nc2cccc(/C(C)=N/NC(=O)c3ccc([N+](=O)[O-])cc3)c2)cc1OC	2	-9	5	-3	-2	0.95	8	1.1	-7
COc1ccc(CC(=O)N2N=C(C)CC2(O)C(F)(F)F)cc1OC (configuration not stated)	2	-4	1	2	-1	0.99	3	1	-9
Cc1ccc(NC(=O)CCl)cc1S(=O)(=O)N1CCCCCC1	0	-2	-5	-7	1	1	-1	1	-1

New compounds follow.
molecule	SENP1 FRET inh	hIAP inh	mIAP block	MIN6 prolif	A3A deaminase	mIAP activ	NLRP3 yeast inh	hIAP act	APOBEC3G inh
CS(=O)(=O)c1ccc(C(=O)OC2CCOC2=O)cc1[N+](=O)[O-] (configuration not stated)	0	1	6	-6	14	0.94	14	0.99	0
FC(F)(F)c1ccc(CN2CCN(Cc3ccco3)CC2)cc1	0	-16	-4	2	2	1	7	1.2	-8
Nc1c(NC=O)c(=O)n(Cc2ccccc2)c(=O)n1Cc1ccccc1	0	-18	3	-4	-1	0.97	16	1.2	-8
CC1Cc2ccccc2N1C(=O)CN1CCCCC1 (configuration not stated)	3	-11	-2	2	-3	1	-13	1.1	-9
O=C(N/N=C/c1cn(-c2ccccc2)nc1-c1cccs1)c1ccccc1F	-1	2	0	-5	1	1	11	0.98	1
O=C(CSc1nnc(C2CC2)n1C1CC1)c1ccc(Br)s1	0	-2	4	-4	-2	0.96	7	1	-6
N/C(=N\S(=O)(=O)c1cc(C(F)(F)F)cc(C(F)(F)F)c1)c1ccccc1	0	7	-2	0	1	1	-2	0.93	-4
CCOc1ccc(C(C)=O)cc1COc1ccc(-c2nnco2)cc1	1	2	-3	-3	4	1	27	0.98	-8
CCc1ccc(N(C(=O)Cn2nnc(-c3ccccc3)n2)C(C(=O)NC2CCCCC2)c2ccccn2)cc1 (configuration not stated)	-5	2	-4	-5	-4	1	1	0.98	-10
CCOC(=O)N1CCN(C(=O)CN(c2ccccc2)S(C)(=O)=O)CC1	-1	0	-8	3	0	1.1	27	1	-2
O=C1/C(=C/c2ccc([N+](=O)[O-])cc2)CCC1C1CCCC1 (configuration not stated)	1	34	-2	-3	-3	1	24	0.67	-6
O=[N+]([O-])c1cccc2c(S(=O)(=O)N3CCCCC3)cccc12	2	11	3	0	-1	0.97	46	0.89	-7
Cc1c(C(=O)N2CCC[C@H]2CO)oc2c(F)cccc12	0	-29	0	0	0	1	19	1.3	-7
CCOCCCNC(=O)c1cc2c(=O)n3cccc(C)c3nc2n1C	-83	-14	-2	-1	-2	1	25	1.1	-6
COc1cccc(C2CN(c3ccc(F)cc3F)N=C2c2cccs2)c1OC (configuration not stated)	-26	-3	-104	-4	-3	2*	20	1	-8

Further compounds:
molecule	SENP1 FRET inh	hIAP inh	mIAP block	MIN6 prolif	A3A deaminase	mIAP activ	NLRP3 yeast inh	hIAP act	APOBEC3G inh
Cc1ccc(C(=O)NCC(=O)N2CCN(c3ncccn3)CC2)s1	-1	0	-2	-5	1	1	10	1	-5
Cc1ccc2cc3cc(C(=O)NCCCN4CCc5ccccc5C4)oc3nc2c1	-6	0	18	-3	2	0.82	2	1	-4
CCn1ccnc1CN(C)Cc1cn(C)nc1-c1ccccc1F	-1	-2	2	-1	-3	0.98	-7	1	-5
O=C(Nc1ccc(Cl)c(Cl)c1)OCc1cccnc1	2	9	-65	-6	-2	1.6	-15	0.91	-5
O=C(Nc1c2c(nn1-c1ccc(F)cc1)CS(=O)(=O)C2)C1CCCC1	-1	-7	-7	0	-5	1.1	17	1.1	-6
CC(=O)C1C(c2cn(-c3ccccc3)nc2-c2cccs2)NC(=O)NC1(O)C(F)(F)F (configuration not stated)	-2	9	2	0	-2	0.98	21	0.91	-2
CC(=O)Nc1cccc(NC(=O)C(=O)c2cn(CC(=O)N3CCCCC3)c3ccccc23)c1	0	4	4	-3	4	0.95	10	0.95	2
Cc1cc(S(=O)(=O)N2CCN(C(=O)c3ccco3)CC2)ccc1F	1	2	0	-1	-9	1	-4	0.98	-11
CCNC(=O)NC(=O)CSc1ccc(S(=O)(=O)N2CCCCC2)cn1	1	-1	0	1	4	1	4	1	5
COc1cc(NC(=O)c2ccccc2)c(OC)cc1NC(=O)Cc1ccc(F)cc1	0	12	12	-2	-4	0.89	32	0.88	-9
